LDHA block = qHTS assay for inhibitors of human lactate dehydrogenase | purified LDHA, NADH/diaphorase-resazurin fluorescence; active compounds read low | activity change, % (values are at about 110 or 230 µM) | L-lactate dehydrogenase A chain (Homo sapiens), P00338 | hit rate 0.15% among 480,000; in the data active means activity change below about -30%; inconclusive means mostly about -25% to -30%;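 further: plate controls were DMSO wells for no effect and wells without enzyme for full effect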
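LDH5 2 nM; NADH 0.06 mM, pyruvate 0.2 mM; 200 mM Tris pH 7.4, EDTA, Tween-20; 5 min RT. Detection: diaphorase 0.133 mg/mL + resazurin 37 µM, fluorescence ex540/em590 at 0 and 20 min; normalized to enzyme-free and DMSO wells.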
POLB inh = qHTS Assay for Inhibitors of DNA Polymerase Beta; hit rate 1.3% among 340,000; P06746; Pol beta primer extension/strand displacement, fluorescence kinetic; Potency, µM (highest dose often 114 µM), without a hit: at the top dose activity change, negative = inhibition, most hits filed as inhibitors; further: potency means the concentration at half of the fitted maximal effect; on the % scale 0 is the no-effect control and ±100 the full control effect
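Kinetic readout of DNA synthesis with strand displacement by Pol beta. Compound and 10 nM enzyme sit 15 min at room temperature; 50 nM substrate starts the reaction, read immediately and at 10 min.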
Pol kappa inh = qHTS for Inhibitors of Polymerase Kappa. DNA polymerase kappa (Homo sapiens), Q9UBT6. AID 588579, 2011. purified Pol kappa, fluorescent DNA synthesis assay, 10 min. Potency, µM (series often up to 107 µM), without a hit: at the highest dose activity, negative = inhibition, most hits filed as inhibitors. hit rate 0.53% among 400,000; further: potency means the concentration at half of the fitted maximal effect; on the % scale 0 is the no-effect control and ±100 the full control effect
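Inhibition of 10 nM Pol kappa is measured by a fluorescent read-out at 0 and 10 min following addition of 50 nM substrate (final), with a 15-min room-temperature compound preincubation.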
Pol eta inh = qHTS for Inhibitors of Polymerase Eta. Potency, µM (highest dose often 114 µM), for inactives: at the top dose activity change, negative = inhibition, usual class: inhibitors. recombinant Pol eta, fluorescent DNA replication assay. DNA polymerase eta (Homo sapiens), Q9Y253. hit rate 1.2% among 390,000; further: potency means the concentration at half of the fitted maximal effect; on the % scale 0 is the no-effect control and ±100 the full control effect
Target sequence (Q9Y253 whole entry, looked up): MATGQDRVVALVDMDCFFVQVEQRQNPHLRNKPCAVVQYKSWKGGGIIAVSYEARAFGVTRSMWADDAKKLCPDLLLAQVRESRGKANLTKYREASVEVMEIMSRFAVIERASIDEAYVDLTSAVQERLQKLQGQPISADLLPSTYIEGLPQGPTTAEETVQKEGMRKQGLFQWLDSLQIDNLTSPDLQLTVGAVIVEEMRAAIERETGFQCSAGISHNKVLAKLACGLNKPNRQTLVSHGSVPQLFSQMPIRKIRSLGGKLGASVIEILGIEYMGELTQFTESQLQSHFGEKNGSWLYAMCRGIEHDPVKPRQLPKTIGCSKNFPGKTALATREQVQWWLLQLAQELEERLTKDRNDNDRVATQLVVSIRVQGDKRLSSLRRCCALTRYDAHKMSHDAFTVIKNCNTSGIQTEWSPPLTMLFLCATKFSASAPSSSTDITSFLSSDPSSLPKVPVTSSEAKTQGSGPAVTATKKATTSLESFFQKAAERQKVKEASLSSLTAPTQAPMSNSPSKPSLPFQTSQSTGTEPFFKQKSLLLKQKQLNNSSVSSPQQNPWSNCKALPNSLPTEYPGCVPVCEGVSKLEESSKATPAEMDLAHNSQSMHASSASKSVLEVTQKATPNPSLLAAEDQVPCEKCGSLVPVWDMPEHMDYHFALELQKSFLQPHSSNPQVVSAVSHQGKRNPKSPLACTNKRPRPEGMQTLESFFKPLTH
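Fluorescent replication assay: 50 nM final substrate added after a 15 min room-temperature compound preincubation with 10 nM enzyme. Signal taken at 0 min and again at 10 min.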
RGS4 inh = Inhibitors of Regulator of G Protein Signaling (RGS) 4: qHTS | Regulator of G-protein signaling 4 (Homo sapiens), P49798 | Transcreener GDP fluorescence polarization, RGS4-accelerated GTP hydrolysis | Potency, µM (titrated, usually from 114 µM), without a hit: at the top dose activity change, negative = inhibition, usual class: inhibitors | hit rate 0.039% among 390,000 | AID 504845, 2011; further: potency means the concentration at half of the fitted maximal effect; on the % scale 0 is the no-effect control and ±100 the full control effect; nearly all actives have a fitted effect of over 75% in size; some results filed as inactive show a strong effect at the top dose
Target sequence (P49798 whole entry, looked up): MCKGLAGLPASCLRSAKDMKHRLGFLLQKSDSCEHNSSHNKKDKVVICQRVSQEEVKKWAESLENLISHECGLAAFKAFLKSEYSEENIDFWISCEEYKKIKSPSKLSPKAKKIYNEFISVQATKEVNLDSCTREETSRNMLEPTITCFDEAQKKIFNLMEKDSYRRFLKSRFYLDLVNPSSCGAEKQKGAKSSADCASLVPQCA
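MLSMR compounds (23 nl, pin-transferred) preincubated 10 min at room temperature with a 500nM (2x) first reagent, then RGS4 at 900nM (2x) plus Transcreener GDP mix added; fluorescence polarization (620/688 nm) read before and after 90 min at 30 °C.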
ERG-DNA inh = qHTS for Small Molecule Inhibitors of the ERG Ets/DNA interaction | Transcriptional regulator ERG (Homo sapiens), P11308 | fluorescence polarization, His-ERG Ets domain / labelled DNA | Potency, µM (doses to about 76.9 µM), inactives show at the top dose FP activity, negative = inhibition, usual class: inhibitors | hit rate 0.028% among 370,000; active means well fitted inhibition curve with a large enough effect in the polarisation, with a control signal flat; inconclusive means small, poorly fitted or top-dose-only effect, or effect the other way, or a change in a side signal; inactive means no such curve, though single readings can be large or run the other way; the % refers to the polarisation;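 further: polarization taken with two DNA probes labelled with fluorescein and Texas red; potency means the concentration at half of the fitted maximal effect; % of control where 0% means no effect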
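His-tagged ERG Ets domain (1 uM in the protein solution; 300mM KCl, 50mM Tris-HCl, 1mM EDTA, 1mM DTT, pH 7.5) received compound, then a probe mix of 5 nM fluorescein-DNA and 100nM Texas-615-DNA. Fluorescence polarization was read for both dyes.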
APEX1 inh = qHTS Assay for Inhibitors of the Human Apurinic/apyrimidinic Endonuclease 1 (APE1); DNA repair nuclease/redox regulator APEX1 (Homo sapiens), P27695; recombinant APE1, TAMRA/BHQ-2 abasic DNA cleavage fluorescence; Potency, µM (series often up to 65.8 µM), without a hit: at the highest dose activity change, negative = inhibition, hits mostly inhibitors; hit rate 0.35% among 350,000;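 further: potency means the concentration at half of the fitted maximal effect; plate controls were vehicle for no effect and reference inhibitor for full effect; nearly all actives have a fitted effect of over 55% in size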
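Activity was derived from the fluorescence gain between first and third kinetic reads (60 s intervals, ex 525/em 598 nm) after 50 nM THF-abasic TAMRA/BHQ-2 duplex was added to 0.75 nM APE1 preincubated 15 min with compound.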
ALOX12 inh = Primary qHTS assay for inhibitors of human arachidonate 12S-lipoxygenase (ALOX12): Round 2; hit rate 1.1% among 580,000; Polyunsaturated fatty acid lipoxygenase ALOX12 (Homo sapiens), P18054; Potency, µM (series often up to 108 µM), inactives show top-dose activity change, negative = inhibition, most hits filed as inhibitors; purified 12hLO, xylenol orange hydroperoxide absorbance; AID 1671190, 2021; further: potency means the concentration at half of the fitted maximal effect; on the % scale 0 is the no-effect control and ±100 the full control effect
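Hydroperoxide product was detected by ferrous iron/xylenol orange as the 573 to 405 nm absorbance ratio. Arachidonic acid at 40 uM (final) was turned over for 30 min at room temperature by 150 nM human 12hLO, pH 7.0 Hepes buffer, after 15 min compound preincubation.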
Anesthetic bind = qHTS Assay for Identification of Novel General Anesthetics; Ferritin light chain (Equus caballus), P02791; apoferritin/1-aminoanthracene competitive binding, fluorescence; Potency, µM (series often up to 77.5 µM), without a hit: at the top dose activity change, negative = displacement, most hits filed as inhibitors; hit rate 0.074% among 350,000; AID 485281, 2010; further: potency means the concentration at half of the fitted maximal effect; on the % scale 0 is the no-effect control and ±100 the full control effect; nearly all actives have a fitted effect of over 20% in size
Target sequence (P02791 2-175 limits assumed): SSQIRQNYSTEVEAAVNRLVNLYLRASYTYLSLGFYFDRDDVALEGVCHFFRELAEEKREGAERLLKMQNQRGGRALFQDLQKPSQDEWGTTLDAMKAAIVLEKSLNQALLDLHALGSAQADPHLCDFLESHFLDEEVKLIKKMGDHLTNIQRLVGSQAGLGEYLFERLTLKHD
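Probe: 1-aminoanthracene (50% saturated, PBS). Protein: horse-spleen apoferritin, 10 uM. Incubation: 10 min, room temperature. Detection: 380 nm excitation, 535 nm emission. Analysis: normalized response, four-parameter Hill.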
* = called active by the depositor; ? = inconclusive; . = not tested or not shown; & = joins results of further samples; [ ] = dose if it differs, or a comment. Unless noted, the call rests on the fitted dose curve; in most records, active means well fitted curve in the direction sought with a large enough effect; inconclusive means small, poorly fitted or top-dose-only effect, or another doubt; inactive means no such curve, though single readings can be large; an effect the other way counts as inactive or inconclusive.

SMILES	LDHA block	POLB inh	Pol kappa inh	Pol eta inh	RGS4 inh	ERG-DNA inh	APEX1 inh	ALOX12 inh	Anesthetic bind
CCCCCCC(=O)N/N=C/Cc1ccccc1	-6	3%	-9%	3%	-4%	-13%	3%	0%	?
COc1ccc(Nc2cc(C(=O)NCCc3ccc(C)cc3)c3ccccc3n2)c(OC)c1	1	-6%	-14%	-26%	-9%	0%	.	?	-4%
Cc1nc2ccccc2c(=O)n1/N=C/c1ccc2ccccc2c1O	12	-1%	1%	0%	-35%	11%	0%	-19%	-15%
COc1ccc(-c2cc3ccc(O)c(CN4CCOCC4)c3oc2=O)cc1	-5	-2%	-8%[60.1 µM]	-14%	-17%	8%	.	-7%	.
O=C1N/C(=C/c2cccs2)C(=O)N1Cc1ccc(Br)cc1	0	16%	0%	-15%	-29%	3%	2%	-10%	-2%
Cn1ncc(N=Cc2ccccc2O)c1C(=O)Nc1ccccc1	-5	12%	-2%	-16%	26%	10%	11%	-1%	-14%
O=C(Nc1nc(-c2cccs2)cs1)c1ccc(S(=O)(=O)N2CCCC2)cc1	-6	-16%	-27%	-11%	-11%	-2%	0%	7%	?
COc1ccc(Br)cc1C1Nc2cccc3cccc(c23)N1	5	79µM*	-2%	-19%	-48%	11%	-9%	-6%	-18%
CCC(NC(=O)CCc1ccccc1)c1ccccc1 (centres undefined)	-8	41%	-2%	9%	-5%	-12%	-3%	-10%	-9%
CCc1cccc(C)c1NC(=O)CCNC(=O)c1cccc(C)c1	-2	1%	-16%	6%	-15%	-6%	21%[12.4 µM]	18%	-2%
CCn1c(CNC(=O)c2cccc(C)c2)nc2ccccc21	-4	-1%	-4%	-5%	-11%	0%	-2%	-19%	-11%
COc1cc(C(C)C)c2c(c1)S(=O)(=O)N(COc1cc(=O)n3cccc(OCCN4CCCCC4)c3n1)C2=O	.	.	-19%[60.1 µM]	.	.	.	-2%	?	?
COC(=O)c1cc(C(=O)OCC(=O)Nc2ccccc2OC(F)F)cc([N+](=O)[O-])c1	-2	13%	-14%	-18%	-23%	-14%	-7%	-4%	-13%
COc1ccc2nc(NC(=O)c3ccc(NC(=O)C4CCCO4)cc3)sc2c1 (centres undefined)	-5	1%	6%	-10%	-3%	4%	21%	45%[activator]	69%[activator]
CCc1nnc(NC(=O)CSc2nc3[nH]c(=O)cc(O)c3s2)s1	4	.	?	?	-20%	.	6%	-20%	.
N=c1c2c(-c3ccccc3)c(-c3ccccc3)n(Cc3ccco3)c2ncn1Cc1ccccc1	-5	-4%	-12%	-14%	-42%	0%	1%	33%[activator]	-16%
CCOc1ccc(CNCc2c(C(=O)O)n(Cc3ccc(C)cc3)c3cc(C)ccc23)cc1	-5	10%	-12%	-20%	10%	-2%	.	?	-12%
COc1cc(Cl)c(C)cc1NC(=O)CSc1nnc(-c2ccccn2)n1Cc1ccco1	-10	-13%	-2%	-11%	-4%	-5%	1%	0%	-17%
CN(CC(=O)Nc1ccccc1Cl)C(=O)COC(=O)/C=C/c1cccs1	-5	.	-1%	-15%	0%	14%	6%	5%	.
O=C(NCc1cccs1)c1nc2c(nnn2Cc2ccc(F)cc2)c(=O)[nH]1	1	36%	-1%	0%	12%	1%	6%	7%	-9%
CSc1cccc(NC(=O)CN2C(=O)COc3ccc(S(=O)(=O)N4CCC(C)CC4)cc32)c1	0	11%	-5%	-14%	6%	10%	.	-13%	0%
NC(=O)C1(N2CCCCC2)CCN(C(=O)c2ccc(-n3cnnn3)cc2)CC1	4	32%	0%	-11%	-13%[11.4 µM]	-1%	9%	-17%	-5%
CC(C)(C)CC(C)(C)NC(=O)CSCC(=O)Nc1ccc2ccccc2c1	5	0%	-20%	-17%	14%	.	19%	?	?
CC(=O)N/C(=C\c1ccccc1)C(=O)OCC(=O)NC1CCS(=O)(=O)C1 (centres undefined)	-1	.	0%	-9%	-1%	.	24%	-48%	.
COc1ccc(N(CC(=O)NCc2ccccc2Cl)S(=O)(=O)c2c(C)nn(C)c2C)cc1	-4	-1%	-4%	-9%	15%	1%	.	-25%	-10%
COC(=O)c1c(-c2cccnc2)csc1NC(=O)c1ccc2c(c1)OCO2	-5	21%	-10%	?	-35%	2%	-5%	340%[activator]	-7%
CCCCNC(=O)CS(=O)Cc1nc(-c2cccc(Cl)c2)oc1C (centres undefined)	-9	-11%	-13%	-12%	-36%	-6%	-3%	9%	-21%
CCOC(=O)Nc1ccc2c(c1)N(C(=O)CCN1CCN(CCO)CC1)c1ccccc1CC2	4	-13%	2%[60.1 µM]	2%	-2%	.	-3%	?	3%
CC(=O)C1=C(O)C(=O)N(Cc2cccnc2)C1c1ccc(Cl)cc1 (centres undefined)	2	4%	-1%	-3%	6%	-4%	-10%	?	7%
CCCN1Cc2cccc(C(=O)Nc3cc(OC)cc(OC)c3)c2C1=O	0	7%	-13%	-1%	11%	8%	-1%	9%	-10%
CC(NC(=S)Nc1ccc([N+](=O)[O-])cc1)c1ccncc1 (centres undefined)	-1	96%	-11%	-4%	-23%	3%	0%	?	-20%
CC(Oc1ccc(Cl)cc1)C(=O)OCC(=O)Nc1ncc(Cl)cc1Cl (centres undefined)	0	13%	-4%	-8%	2%	-7%	10%	14%	?
CC1CCCCC1NC(=O)CCCc1nc2ccccc2c(=O)[nH]1 (centres undefined)	5	-1%	-6%	-9%	17%	-7%	3%	15%	5%
O=C(c1cccs1)N1CCN(Cc2ccc3c(c2)OCO3)CC1	1	9%	-4%	-13%	24%	0%	-1%	.	-10%
O=C(OCc1cccc([N+](=O)[O-])c1)c1ccc[nH]c1=O	-8	23%	7%	7%	5%	11%	8%	-8%	-7%
Cc1ccc(-c2noc(CSc3nnnn3-c3ccccc3)n2)cc1	4	-1%	-9%	-2%	-11%	.	-11%	-14%	-11%
COCCCNC(=O)C1CCN(c2nnc(-n3cccc3CNc3ccc(C)cc3)s2)CC1	1	-20%	-5%	.	-1%	-3%	.	-16%	-16%
COc1ccc(CCn2c(Br)nc3c2c(=O)[nH]c(=O)n3C)cc1	-3	-2%	-11%	-2%	13%	-2%	15%	3%	-3%
COc1ccccc1-n1nnnc1SCC(=O)Nc1ccccc1	0	13%	5%	-3%	2%	-4%	6%	-1%	0%
O=C(CCC(=O)N1CC2CCCN2c2ccccc21)NCc1ccc(F)cc1 (centres undefined)	8	-18%	-1%	-8%	-23%	1%	.	-24%	-7%

Entries of single compounds, quoted from the list:
Listed for Cc1ccc(-c2noc(CSc3nnnn3-c3ccccc3)n2)cc1 : LDHA block: 4; POLB inh: -1%; Pol kappa inh: -9%; Pol eta inh: -2%; RGS4 inh: -11%; ERG-DNA inh: .; APEX1 inh: -11%; ALOX12 inh: -14%; Anesthetic bind: -11%
Listed for O=C(CCC(=O)N1CC2CCCN2c2ccccc21)NCc1ccc(F)cc1 (centres undefined) : LDHA block: 8; POLB inh: -18%; Pol kappa inh: -1%; Pol eta inh: -8%; RGS4 inh: -23%; ERG-DNA inh: 1%; APEX1 inh: .; ALOX12 inh: -24%; Anesthetic bind: -7%

The list goes on:
SMILES	LDHA block	POLB inh	Pol kappa inh	Pol eta inh	RGS4 inh	ERG-DNA inh	APEX1 inh	ALOX12 inh	Anesthetic bind
Cc1ccc(CNC(=O)c2nnc(Cc3ccc(Cl)cc3)o2)cc1	-7&-4	36%&2%	-14%&-12%	-3%&-20%	16%&-1%	-15%&4%	-3%	-1%&2%	-11%&-9%
Cc1cc(=O)oc2cc(OCC(=O)OCC(=O)N3CCc4ccccc43)ccc12	-2	16%	-2%	?	-10%	15%	1%	0%	8%
COc1ccc(NC(=O)Cn2c(SCc3ccc(F)cc3)nc3cccnc32)cc1OC	1	-20%	-8%	-14%	-13%	2%	.	-20%	-22%
Cc1ccc(C(C)NC(=O)C23CC4CC(CC(C4)C2)C3)cc1 (centres undefined)	2	10%	4%	-20%	-8%	8%	-6%	0%	-7%
COc1cccc(N2CC(NC(=O)C(=O)c3c(C)[nH]c4ccccc34)CC2=O)c1 (centres undefined)	-3	.	-2%	-14%	-8%	6%	36%	1%	.
COc1ccc(OCC(=O)N/N=C/c2cccn2-c2cccc(C(=O)O)c2)cc1	-2	.	79µM*	5µM*	-5%	1%	-8%	?	.
O=C1CC(c2ccccc2F)c2c(c3ccccc3[nH]c2=O)O1 (centres undefined)	1	84%	-34%	4%	-1%	-1%	-1%	-3%	-6%
Cc1ccc(OCCSc2nnc(-c3cccs3)n2C)cc1	-4	24%	-3%	-23%	-13%	-7%	-4%	0%	-10%
Cc1ccc(-c2cc(C(=O)OC3CCOC3=O)c3ccccc3n2)c(C)c1 (centres undefined)	0	-26%	-22%	-21%	5%	-2%	-10%	-4%	-21%
COc1ccc2c(Sc3ccc(C)cc3)c(C(=O)NCc3ccc(F)cc3)[nH]c2c1	-3	28%	2%	9%	-19%	6%	.	-14%	?

Screens: PubChem, National Center for Advancing Translational Sciences (NCATS)

Only part of the results is shown; rates above refer to the full screens.
